Screening results deposited in PubChem by several laboratories.
OX1R antag-1: antagonists of human orexin 1 receptor (OX1R). AID 485270. inhibition, % at 6.6 µM. OX1R-expressing cells, FRET antagonist read-out. hit rate 1.8% among 330,000. O43613; in the data active = inhibition mostly above about 38%, no sharp cut-off; inactive = mostly below about 40%;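 note: 0% = agonist challenge alone and 100% = reference antagonist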
Target sequence (O43613 whole entry, looked up): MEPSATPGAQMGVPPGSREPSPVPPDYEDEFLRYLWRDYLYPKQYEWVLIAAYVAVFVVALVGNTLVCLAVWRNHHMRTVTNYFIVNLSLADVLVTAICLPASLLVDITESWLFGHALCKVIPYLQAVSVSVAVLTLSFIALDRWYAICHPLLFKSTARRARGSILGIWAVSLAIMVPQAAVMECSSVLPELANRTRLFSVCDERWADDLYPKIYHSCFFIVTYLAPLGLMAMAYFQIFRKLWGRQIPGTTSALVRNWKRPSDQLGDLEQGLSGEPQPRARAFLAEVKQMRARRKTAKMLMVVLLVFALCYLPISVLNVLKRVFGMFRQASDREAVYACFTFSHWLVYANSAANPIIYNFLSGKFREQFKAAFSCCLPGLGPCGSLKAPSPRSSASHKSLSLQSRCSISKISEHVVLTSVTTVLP
STK33 kinase inh: inhibitors of human STK33 kinase. Q9BYT3. purified STK33, MBP phosphorylation, ADP-Glo luminescence. inhibition, % at 10 µM. hit rate 0.073% among 320,000. AID 2661;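 active = inhibition at or above 25%, using the most active replicate where run in duplicate; inactive = inhibition below 25%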
Target sequence (Q9BYT3 whole entry, looked up): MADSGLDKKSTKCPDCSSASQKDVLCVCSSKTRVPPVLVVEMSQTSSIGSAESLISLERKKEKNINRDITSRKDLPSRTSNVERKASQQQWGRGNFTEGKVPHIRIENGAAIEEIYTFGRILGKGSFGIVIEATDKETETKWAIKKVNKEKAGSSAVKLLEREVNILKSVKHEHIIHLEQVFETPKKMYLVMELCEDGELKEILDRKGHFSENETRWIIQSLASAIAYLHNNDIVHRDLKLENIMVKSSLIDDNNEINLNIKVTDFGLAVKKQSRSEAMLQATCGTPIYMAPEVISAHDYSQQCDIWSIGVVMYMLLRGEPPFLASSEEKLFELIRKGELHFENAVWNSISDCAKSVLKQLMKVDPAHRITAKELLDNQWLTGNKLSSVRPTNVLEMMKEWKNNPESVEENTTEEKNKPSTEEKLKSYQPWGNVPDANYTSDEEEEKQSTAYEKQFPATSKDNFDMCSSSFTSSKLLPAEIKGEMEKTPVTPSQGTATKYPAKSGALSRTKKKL
OX1R antag-2: antagonists of human orexin 1 receptor | CHO/OX1R cells, Fluo-8 calcium fluorescence, orexin A | inhibition, % at 5 µM | hit rate 0.43% among 330,000 | AID 434989;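 active = inhibition above its plate's threshold, mean inhibition of all tested compounds on the plate plus 3 SD, cut at about 37% in these data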;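 note: 0% = orexin A challenge wells and 100% = SB-334867-A antagonist wells; not every result past the cut was called active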
Active calls of the source: *; . = not tested or not shown.

canonical_smiles	OX1R antag-1	STK33 kinase inh	OX1R antag-2
CC(=O)N1CCOc2ccc(S(=O)(=O)NCC3CCC(C(=O)NCCC(C)C)CC3)cc21 (configuration not stated)	-2	-2.2	-18
Fc1ccccc1CSc1ccc(-c2ccco2)nn1	7	-1.3	-13
Cc1nc2sc(C(c3ccccc3)N3CCN(CCO)CC3)c(O)n2n1 (configuration not stated)	6	0.1	-6
CCc1nc2oc(C(=O)c3ccccc3)c(N)c2c2c1COC(C)(C)C2	24	-1.0	6
c1ccc(C2=Nc3ccccc3NC(c3ccccc3)C2)cc1 (configuration not stated)	9	0.2	-30
COc1ccccc1-c1noc(CSc2nc(N)cc(=O)[nH]2)n1	5	-1.1	-23
CCN(C(=O)CSc1nc2ccc(OC)cc2[nH]1)c1c(N)n(Cc2ccccc2)c(=O)[nH]c1=O	23	-1.2	-10
COCCCNC(=O)CNC(=S)N(Cc1ccccc1F)C1CCCCC1	8	-0.8	-30
O=C(Nc1ccc2c(c1)OCO2)C1CCN(C(=O)c2ccc([N+](=O)[O-])cc2)CC1	13	-0.8	-5
Cc1nc2ccccc2c(=O)n1NCc1cccs1	7	0.4	-23
CC(C)=NOc1nc(N2CCOCC2)nc(N2CCOCC2)n1	5	0.4	3
COc1ccc(/C=N/Nc2cc(N3CCOCC3)nc(C)n2)c(OC)c1	19	1.4	-18
Cc1ccc2nc(SCC(=O)N3CCC(Cc4ccccc4)CC3)nc(=O)n2c1	15	.	-18
Cc1ccc(OCC(=O)NNC(=O)C(=O)NC(C)(C)C)cc1	4	-1.4	3
Cc1scc(C(=O)NNC(=S)NCc2ccccc2)c1C	11	-0.3	-10
O=C(CN1CCOCC1)Nc1ccccc1F	-5	-5.5	-7
Cc1ccc(S(=O)(=O)NC(C)(C)CN2CCc3ccccc3C2)cc1	11	-1.8	-40
COc1ccc(Br)cc1C1CC(=O)N2CN(C)CSC2=C1C#N (configuration not stated)	-1	0.7	-16
CCN1C(=O)[C@H]2[C@@H](c3ccc(-c4ccc(F)cc4)c(OC)c3)N[C@@](Cc3ccccc3)(C(=O)OC)[C@H]2C1=O	8	0.0	-18
CCCCCC(=O)N/N=C/c1cc(Br)c(O)c(OC)c1	20	0.7	-15
CCOC(=O)Cc1csc(NC(=O)COc2cc(C)cc(C)c2)n1	1	-2.2	-5
CC(=O)c1ccc(N2CCN(C(=O)c3cc4c(C)nc5ccccc5c4o3)CC2)cc1	-2	0.6	-26
Cc1cccc2nc(-c3ccco3)c(Nc3ccc4c(c3)OCO4)n12	26	-1.8	-29
CCOC(=O)Nc1nc(C)c(C(=O)N(C)C)s1	11	0.0	-4
Cc1ccc(C)c(N2CCN(c3ccc([N+](=O)[O-])cn3)CC2)c1	4	-0.3	-15
Fc1ccc(/C=C\c2nccc3c2[nH]c2ccccc23)cc1	11	1.2	-5
COc1ccc(C(=O)NCC(=O)Nc2ccccc2)cc1OC	12	-0.1	-20
C=CCNC(=O)N1CCCC(C(=O)c2cccc(OC(C)C)c2)C1 (configuration not stated)	17	0.0	-23
O=C(NC1CCCCC1)c1nn2c(C(F)(F)F)cc(-c3ccco3)nc2c1Br	6	-0.6	-36
CNC(=O)NC(=O)Cn1nc2n(c1=O)-c1ccccc1SC2	6	-0.8	-12
CSCCC(NC(=O)c1ccco1)C(=O)OCC(=O)Nc1ncc(Cl)c(C)c1Cl (configuration not stated)	19	-1.2	-23
Cc1cc(NC(=O)COc2ccc(Cl)cc2Cl)n(-c2ccccc2)n1	13	-0.4	-35
COc1ccc([C@H]2CC(=O)C=C(c3cccc(NC(C)=O)c3)C2)cc1	12	-4.6	-2
CCOCCCn1c(=NC(=O)c2cccs2)c(C#N)cc2c(=O)n3cccc(C)c3nc21	21	-0.5	-23
CCn1c(=O)c2c(nc3n2CCCN3CCc2ccccc2)n(C)c1=O	31	0.6	-26
O=C(O)CCCC[C@@H]1SC[C@@H]2NC(=O)N[C@@H]21	8	0.6	8
Cc1cnc(NC(=O)COc2cccc3c2OC(C)(C)C3)s1	9	-2.4	-31
Cc1ccccc1CSCc1nc2ccccc2[nH]1	24	1.0	-8
Cc1nn(CCCC(=O)Nc2nccs2)c(C)c1[N+](=O)[O-]	13	-2.2	-10
CC(C)(C)c1ccc(/C=N/NC(=O)c2ccccn2)cc1	2	0.4	-11
COc1ccc(OCC(=O)NNC(=O)c2cccc(S(=O)(=O)N(C)C)c2)cc1	15	0.7	7
O=C(Cc1ccc(S(=O)(=O)N2CCCC2)s1)N1CCN(c2ccccc2)CC1	4	1.2	-24
COc1ccccc1N1CCN(Cc2ccc(OC)c(OC)c2OC)CC1	8	-0.6	-18
Cc1c(OCc2ccc(C(=O)O)cc2)ccc2c(-c3ccccc3)cc(=O)oc12	24	0.0	10
O=C(OCc1ccc([N+](=O)[O-])cc1)c1ccccn1	6	-0.5	-23

(more compounds)
The line under a structure holds: OX1R antag-1	STK33 kinase inh	OX1R antag-2
Cc1ccc(S(=O)(=O)NCc2ccc(C(=O)NCc3cccnc3)cc2)cc1
  15	-0.3	-18
CCN1CCN(CCOc2ccccc2OCc2ccccc2)CC1
  20	0.1	-22
COc1ccc([N+](=O)[O-])cc1NC(=O)C(C)Sc1ccc(C)cc1 (configuration not stated)
  25	0.7	-16
CC(C)NC(=O)c1ccc(Sc2ccccc2)c([N+](=O)[O-])c1
  39	0.2	-26
CC[C@H](C)C(C(=O)N1CCN(C(=O)OC(C)(C)C)CC1)n1cc(C(CO)NC(=O)OC(C)(C)C)nn1 (some centres not stated)
  29	-0.2	-23
CC[C@@]1(C(=O)OC)N[C@H](CN(C)S(=O)(=O)c2ccc(C(C)(C)C)cc2)[C@@H]2C(=O)N(Cc3ccccc3)C(=O)[C@@H]21
  -3	-0.9	-22
Cc1ccc(-c2ccccc2)n1-c1cccc(C(=O)O)c1
  19	-0.9	-5
CC(C)CNC(=O)CC(=O)N/N=C/c1cccs1
  10	-1.6	-5
COc1ccc(C(=O)N/C(=C\c2cn(S(=O)(=O)N(C)C)c3ccccc23)C(=O)N2CCN(C)CC2)cc1
  5	-3.2	-21
COc1ccc(OC)c(C(c2nnnn2CC2CCCO2)N2CCN(C)CC2)c1 (configuration not stated)
  23	-1.2	-14
O=C(O)CN1C(=O)C(=O)N(Cc2cccc(F)c2)C1=O
  -5	-1.1	-6
Cc1ccc(NC(=O)CNC(=O)c2cccs2)nc1
  7	1.2	-7
COCCN(C(=O)CSc1nnc(-c2cccc(C)c2)n1C)c1c(N)n(Cc2ccccc2)c(=O)[nH]c1=O
  30	-0.2	-8
CC(C)(C)n1nnnc1C(c1cccc(C#N)c1)N1CCCCCC1 (configuration not stated)
  7	0.5	-32
COc1ccccc1CNC(=O)C(=O)NCC1OCCN1S(=O)(=O)c1ccc2c(c1)OCCO2 (configuration not stated)
  7	-1.2	-29
O=c1ccn(Cc2ccccc2Cl)cc1
  4	-2.9	-2
C(=C\c1nnc(-c2cccs2)o1)/c1ccccc1
  12	-1.2	-14
COCc1c(C(=O)N/N=C(/C)c2ccc(OCc3ccccc3)cc2)nnn1-c1nonc1N
  10	-2.2	-7
CN(CC(=O)NCc1ccccn1)S(=O)(=O)c1ccccc1
  27	-2.0	-13
O=C(Nn1c(SCc2cccc([N+](=O)[O-])c2)nc2ccccc2c1=O)c1ccccc1
  17	0.0	-7
CCN1CCN(Cc2ccc(NC(=O)c3ccc(C)c(NC(=O)c4ccno4)c3)cc2C(F)(F)F)CC1
  5	-0.4	-19
CCc1ccc(C(=O)NN(C(=O)c2ccc(CC)cc2)C(C)(C)C)cc1
  8	.	-29
O=C(c1ccc(N2CCCC2=O)cc1)N1CCOCC1
  5	-1.1	-2
Cc1ccc(C(=O)N(Cc2nc3ccccc3c(=O)[nH]2)C2CCCC2)cc1
  19	1.2	-25
CC(C)Cc1nnc(NC(=O)CN2C(=O)c3ccccc3C2=O)s1
  6	-0.9	-17
O=C1N(c2ccc(Cl)cc2)C(c2ccc(Cl)cc2)N2CCCN12 (configuration not stated)
  12	-1.8	-29
COc1ccc(CNC(=O)CN(c2ccccc2)S(=O)(=O)N(C)C)cc1
  13	-0.3	-14
Cc1cc(C(=O)COC(=O)CN(C)S(=O)(=O)c2ccc(Cl)cc2)c(C)n1Cc1cccs1
  19	-3.0	4
COc1ccccc1NC(=O)CN1CCC(C(=O)c2ccc(F)cc2)CC1
  40	-1.3	13
COc1ccc(Cl)cc1NC(=O)N1CCN(C2CCCCC2)CC1
  3	-0.6	-21
CS(=O)(=O)c1ccc(Cl)c(NC(=O)CSC(=S)N2CCCC2)c1
  3	0.0	-6
Cc1ccc(N(C(C)C(=O)Nc2cc(Cl)ccc2Oc2ccccc2)S(C)(=O)=O)cc1 (configuration not stated)
  20	2.2	-14
O=C(CCC(=O)N1CCOCC1)c1ccc(F)cc1
  15	-0.3	-7
O=C(NCCCCc1ccccc1)C1CC(c2ccccc2[N+](=O)[O-])=NO1 (configuration not stated)
  18	-0.8	-26
O=C1OCCN1C(=O)[C@H]1[C@H](c2ccc([N+](=O)[O-])cc2)C(c2cccc(Cl)c2)=NN1c1ccc(Br)cc1
  4	.	-21
CC(NC(=O)c1ccncc1)c1ccccc1 (configuration not stated)
  -2	-1.5	0
Cc1cc(=O)oc2c3c(cc(OCC(=O)Nc4cccnc4)c12)OC(C)(C)CC3
  7	0.2	-10
COc1ccc(OCCCN2CCCCCC2)cc1
  27	-0.3	-26
CCOC(=O)/C(=N\Nc1ccc(OC)cc1)c1csc(Nc2ccccc2)n1
  23	-0.7	-21
O=C(O)c1[nH]c2ccccc2c1CC(=O)N1CCN(c2ccccc2)CC1
  15	-0.4	-10
O=c1cc(N2CCC3(CC2)OCCO3)[nH]c(=O)n1C1CCCCC1
  27	-0.8	-32
O=C(CCC(=O)N1CCN(S(=O)(=O)c2ccc(Cl)cc2)CC1)Nc1ccc2ccccc2c1
  9	-0.7	-1
CCOCCCNC(=O)C(NC(=O)c1cnccn1)c1ccc(C)cc1 (configuration not stated)
  7	-2.7	-14
CCOCCCNCC(=O)Nc1ccc(S(=O)(=O)NC(C)CC)cc1 (configuration not stated)
  -2	-1.6	-20
COC(=O)c1ccc(NC(=O)COc2ccc([N+](=O)[O-])cc2)cc1
  14	-1.2	0
COC(=O)c1ccc(NC(=O)COC(=O)C2=NN(c3ccccc3)C(=O)CC2)cc1
  1	0.2	-6
Cc1nnc(NC(=O)c2sc3nc(-c4cccs4)cc(C(F)(F)F)c3c2N)s1
  19	-1.7	85*
CN(CC(=O)Nc1ccc(F)c(F)c1F)C(=O)C1CC(=O)N(c2ccc3c(c2)OCCO3)C1 (configuration not stated)
  7	-0.5	-29
COc1cccc(NC(=O)C2CCCN(S(C)(=O)=O)C2)c1 (configuration not stated)
  14	-1.0	-7
O=c1c2ccccc2ncn1Cc1ccc(Cl)c(Cl)c1
  0	-0.5	-31

A different layout for some results above:
OX1R antag-1 | STK33 kinase inh | OX1R antag-2 | canonical_smiles
14 | -1.2 | 0 | COC(=O)c1ccc(NC(=O)COc2ccc([N+](=O)[O-])cc2)cc1
1 | 0.2 | -6 | COC(=O)c1ccc(NC(=O)COC(=O)C2=NN(c3ccccc3)C(=O)CC2)cc1
19 | -1.7 | 85* | Cc1nnc(NC(=O)c2sc3nc(-c4cccs4)cc(C(F)(F)F)c3c2N)s1
7 | -0.5 | -29 | CN(CC(=O)Nc1ccc(F)c(F)c1F)C(=O)C1CC(=O)N(c2ccc3c(c2)OCCO3)C1 (configuration not stated)

(next part)
The line under a structure holds: OX1R antag-1	STK33 kinase inh	OX1R antag-2
CCCCN(C(=O)Cn1nnc2ccccc21)C(C(=O)NCCOC)c1cccs1 (configuration not stated)
  3	2.9	-26
CSc1nnc([C@H](Cc2c[nH]c3ccccc23)NC(=O)OC(C)(C)C)o1
  0	-1.1	-11
CCN(c1ccccc1)S(=O)(=O)c1cc(C(=O)NCC(c2ccco2)N2CCCCC2)ccc1C (configuration not stated)
  8	-0.2	-3
Cc1cc(SCC(=O)NC2CC2)nc2ccccc12
  -1	-1.3	-2
CCc1c(C)nc2ncnn2c1Nc1ccc(C)c(C)c1
  11	-0.1	-27
Cc1nc(Oc2ccccc2)c2oc3ccccc3c2n1
  1	-0.4	-37
CCN(CC(=O)Nc1ccc(OC)cc1)CC(=O)Nc1sc2c(c1C(=O)OC)CCCC2
  0	.	-25
O=C(Nc1ccc(Br)cc1)c1csc(-c2ccncc2)n1
  23	-0.6	-27
CN1C(=O)c2cccc(NC(=O)Cc3ccccc3)c2C1=O
  22	-1.0	-32
CCCNC(=O)NNC(=O)c1cc(-c2ccc3c(c2)OCO3)nc2ccccc12
  44	2.6	-27
COc1ccccc1CNC(=O)C1Cc2cc(S(=O)(=O)N3CCCC3)ccc2N1C(C)=O (configuration not stated)
  11	-0.5	-25
Cc1csc2ncc(C(=O)Nc3ccccc3Cl)c(=O)n12
  2	0.4	-25
Cc1ccc(C(=O)NC(C)c2ccc(F)cc2)cc1 (configuration not stated)
  12	0.2	5
Fc1cnc(N/N=C/c2ccc(-c3ccc(Br)cc3)o2)nc1N1CCOCC1
  25	-0.4	-28
O=C(CNS(=O)(=O)Cc1ccccc1)NCc1ccccc1
  -6	0.2	-7
O=C(N/N=C/c1c(Cl)cccc1Cl)c1ccc(-n2cnnn2)cc1
  5	0.0	-4
